NR5A2 inv ag – suppresses constitutive activity of human LRH-1; O00482; HEK293T StAR-luciferase reporter, LRH-1 transfected, 24 h; inhibition, % at 3.6 µM; 0.13% of 360,000 active; AID 602396;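 active means inhibition above the mean inhibition of all tested compounds plus 3 SD, cut at about 73% in these data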;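 further: 0% = DMSO wells and 100% = reporter-only cells lacking LRH-1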
NCOA3 inh – inhibits human SRC3 coactivator; Q9Y6Q9; HEK293 GAL4-SRC3 luciferase reporter, luminescence; inhibition, % at 3.6 µM; 0.17% of 360,000 active; AID 588352;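 active means inhibition above a per-campaign cutoff, the mean of all compounds plus 3 SD, cut at about 60% in these data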;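 further: 0% = DMSO-treated cells and 100% = gossypol-treated cells at 36 µM; higher means less SRC3-driven luciferase light from the GAL4 reporter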
ABHD5-PLIN5 inh – blocks binding of human ABHD5 to perilipin-5. inhibition, % at 4 µM. 0.78% of 360,000 active. Split G. princeps luciferase complementation, luminescence, 4 h. Q00G26+Q8WTS1;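 active means inhibition above the mean inhibition across every tested compound plus 3 SD, cut at about 22% in these data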;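 further: 0% = DMSO only wells and the 100% control is not disclosed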
NOD2 RIPK2 PPI – NOD2-RIPK2 protein interaction inhibition | O43353 | CHO BLA complementation NOD2-RIPK2, CCF4 ratio | inhibition, % at 4.98 µM | 0.38% of 360,000 active | AID 624267; in the data active means inhibition above about 21%;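 further: 0% = vehicle only and 100% = reference blocker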
MC4R antag cAMP – blocks human MC4R cAMP signaling. AID 540295. P32245. 0.48% of 360,000 active. MC4R-expressing cells, MTII-stimulated cAMP, LANCE TR-FRET. inhibition, % at 6.5 µM;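 active means inhibition above its plate's cutoff, the mean of tested wells on that plate plus 3 SD, cut at about 29% in these data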;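 further: 0% = Melanotan II alone and 100% = Melanotan II plus saturating MCL0020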
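System: U2OS-MC4R stable cell line; Technique: Eu-cAMP/anti-cAMP TR-FRET, emission 671 nm; Repeats: single well per compound; Also added: Melanotan II; Dosing: one concentration, 6.5 µM nominal; Schedule: 30-min compound, 1-h challenge, 1-h detection, room temperature.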
EBV LMP1 NFkB – reduces LMP1-driven NF-kappaB luciferase signal. LMP1-induced NF-kappaB luciferase reporter cells, luminescence. inhibition, % at 12.5 µM. 0.69% of 350,000 active; in the data active means inhibition above about 41%;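 further: 0% = neutral control wells and 100% = reference inhibitor control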
NCOA2 inhibitor – inhibits human steroid receptor coactivator 2; Q15596; HEK293 GAL4-SRC2 luciferase reporter, luminescence; inhibition, % at 9 µM; 0.17% of 370,000 active; AID 651957;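 active means inhibition above the mean inhibition of all tested compounds plus 3 SD, set per campaign, cut at about 52% in these data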;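 further: 0% = DMSO treated cells and 100% = cells given Gossypol at 36 µM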
TLR9-MyD88 inh – inhibitors of human TLR9-MyD88 binding; inhibition, % at 4.98 µM; CHO BLA complementation TLR9-MyD88, CCF4 FRET ratio; 0.21% of 340,000 active;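 active means inhibition above the mean over all tested compounds plus 3 SD, cut at about 21% in these data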;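 further: 0% = DMSO only wells and 100% = clavulanate BLA inhibitor control wells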
Target sequence (Q99836 whole entry, looked up): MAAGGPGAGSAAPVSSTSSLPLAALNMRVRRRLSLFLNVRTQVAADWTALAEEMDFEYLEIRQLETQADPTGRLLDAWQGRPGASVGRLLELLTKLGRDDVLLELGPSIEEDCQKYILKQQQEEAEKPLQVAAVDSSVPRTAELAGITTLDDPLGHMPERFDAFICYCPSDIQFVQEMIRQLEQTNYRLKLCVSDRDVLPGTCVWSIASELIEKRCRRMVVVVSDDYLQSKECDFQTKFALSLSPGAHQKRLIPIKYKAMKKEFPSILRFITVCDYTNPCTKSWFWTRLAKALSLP
Target sequence (Q9NR96 whole entry, looked up): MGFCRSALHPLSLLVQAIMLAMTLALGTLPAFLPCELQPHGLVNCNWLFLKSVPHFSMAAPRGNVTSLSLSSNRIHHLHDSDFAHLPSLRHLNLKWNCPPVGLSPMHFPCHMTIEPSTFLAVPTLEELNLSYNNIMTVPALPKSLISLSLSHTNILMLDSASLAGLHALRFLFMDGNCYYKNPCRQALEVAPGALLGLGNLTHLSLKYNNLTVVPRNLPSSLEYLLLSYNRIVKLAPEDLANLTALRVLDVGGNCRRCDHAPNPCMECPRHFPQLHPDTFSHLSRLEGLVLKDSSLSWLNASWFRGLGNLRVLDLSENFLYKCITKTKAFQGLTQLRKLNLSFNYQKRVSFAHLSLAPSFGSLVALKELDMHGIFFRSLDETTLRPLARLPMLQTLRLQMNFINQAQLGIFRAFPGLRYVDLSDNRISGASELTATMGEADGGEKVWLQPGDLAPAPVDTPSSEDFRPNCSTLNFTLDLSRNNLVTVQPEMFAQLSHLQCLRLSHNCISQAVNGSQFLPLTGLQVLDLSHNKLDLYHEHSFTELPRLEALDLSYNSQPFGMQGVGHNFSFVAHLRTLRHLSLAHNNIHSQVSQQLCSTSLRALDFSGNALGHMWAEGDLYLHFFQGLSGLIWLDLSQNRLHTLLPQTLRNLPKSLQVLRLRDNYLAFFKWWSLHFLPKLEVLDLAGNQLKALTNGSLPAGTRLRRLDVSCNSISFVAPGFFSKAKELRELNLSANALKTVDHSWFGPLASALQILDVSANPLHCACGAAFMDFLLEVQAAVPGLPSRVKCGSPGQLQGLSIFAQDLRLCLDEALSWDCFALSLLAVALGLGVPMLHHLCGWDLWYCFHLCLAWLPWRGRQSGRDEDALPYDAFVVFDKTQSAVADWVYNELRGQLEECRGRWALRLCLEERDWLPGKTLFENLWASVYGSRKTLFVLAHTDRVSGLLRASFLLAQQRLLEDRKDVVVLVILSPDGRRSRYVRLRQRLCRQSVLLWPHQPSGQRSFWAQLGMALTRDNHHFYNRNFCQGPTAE
NCOA1 inh – human NCOA1 inhibition | inhibition, % at 3.6 µM | 0.12% of 360,000 active | AID 588354 | HEK293 GAL4-SRC1 luciferase reporter, luminescence;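 active means inhibition above the campaign mean plus 3 SD, with each screening campaign given its own cutoff, cut at about 60% in these data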;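 further: 0% = DMSO treated cells and 100% = gossypol at 36 µM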
NR2F2 inh – inhibitors of human COUP-TFII (NR2F2) | P24468 | HEK293T NGFI-A luciferase reporter, luminescence | inhibition, % at 8.6 µM | 0.7% of 370,000 active | AID 686940;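 active means inhibition above a per-plate cutoff, mean inhibition of test wells between control levels plus 3 SD, cut at about 38% in these data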;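 further: cells cotransfected with COUP-TFII expression vector driving the NGFI-A reporter; 0% = median of COUP-TF2 test wells and 100% = reporter-only cells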
MC4R ag barr – human MC4R agonism via beta-arrestin | P32245 | 0.98% of 360,000 active | activation, % at 8.9 µM | U2OS MC4R beta-arrestin complementation, luminescence; percent of melanotan II response, DMSO zero;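 active means activation above a per-plate cutoff, the mean activation of sample wells on that plate plus 3 SD, cut at about 8% in these data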
The depositor's hits bear a star; x = no result given. Only part of the results is shown; rates above refer to the full screens.

cpd	NR5A2 inv ag	NCOA3 inh	ABHD5-PLIN5 inh	NOD2 RIPK2 PPI	MC4R antag cAMP	EBV LMP1 NFkB	NCOA2 inhibitor	TLR9-MyD88 inh	NCOA1 inh	NR2F2 inh	MC4R ag barr	Structure
1	-16	-10	1	-9	11	-1	-17	1	-10	7	-0.9	COc1ccc(C(=O)OCC(=O)Nc2ccc3[nH]c(=O)[nH]c3c2)cc1
2	9	-15	5	-14	0	27	-9	6	6	12	-1.0	S=c1[nH]nc(-c2ccc(Cl)cc2Cl)n1-c1ccc(Cl)cc1
3	0	5	-1	-8	1	-6	-21	1	9	-9	0.3	Cn1c(SCC(=O)NC2CCCC2)nnc1-c1ccncc1
4	8	16	-5	8	13	-3	-9	-1	4	-11	4.0	O=C(Cc1ccccc1)Nc1ccccc1Sc1ccccc1
5	-4	17	1	-7	4	-1	0	1	-5	19	-1.9	CN(C)C(C(=O)NC1CCCCC1)c1ccc(Cl)cc1 (stereo not given)
6	16	22	2	-8	5	2	12	-7	3	5	0.7	O=C1CSC(c2cccnc2)N1Cc1ccc(Cl)cc1 (stereo not given)
7	14	14	-1	1	2	0	-21	2	9	-9	-0.4	CCOc1ccc(C(=O)NCc2cccnc2)cc1
8	-6	-15	-1	-3	x	x	9	x	11	-8	x	O=C(CC[C@H]1O[C@@H](n2cnc3c(NC(=O)c4ccccc4)ncnc32)[C@H](O)[C@@H]1O)NCC1CCCCC1
9	14	2	7	-3	3	-8	10	-3	-8	5	-0.3	Cc1c(C(=O)N2CCCCC2CCN2CCCC2=O)oc2c(F)cccc12 (stereo not given)
10	-3	8	-3	6	13	5	-2	-10	5	-7	-0.3	Oc1ccc(C(=S)N2CCCCC2)cc1
11	12	6	4	-6	5	1	x	-6	-5	x	0.8	CC1CN(Cc2ccccc2)c2nc3c(c(=O)n(C)c(=O)n3C)n2C1 (stereo not given)
12	9	4	-2	-10	-2	8	0	6	3	1	-0.9	C#CCOc1ccc(/C=C2/C(=O)ON=C2C)cc1OCC
13	19	1	6	-6	6	2	-2	-6	-13	8	-0.6	CC(=O)c1ccccc1NC(=O)COC(=O)CN1C(=O)C2CCCCC2C1=O (stereo not given)
14	-1	8	1	-6	6	x	-2	x	-11	5	-0.8	COc1c(C)cc(C(O)c2ncc(-c3cccc(F)c3)[nH]2)cc1C (stereo not given)
15	11	10	-1	-5	4	-2	-3	-8	0	23	-2.3	CC(=O)Nc1ccc(S(=O)(=O)N2CCN(C(=O)c3ncoc3-c3ccccc3C)CC2)cc1
16	0	2	7	-8	1	2	-9	-18	12	-9	-2.3	CCN(CC)C(=O)c1ccccc1NS(=O)(=O)c1cccs1
17	4	-11	-1	-15	-2	-3	7	-10	5	-8	-1.2	Cc1ccccc1NC(=S)NC(C)C(c1ccccc1)N1CCN(C)CC1 (stereo not given)
18	-21	13	1	-6	-1	-8	3	2	5	-1	0.8	Cc1cc(C)n(-c2c(F)c(F)c(CO)c(F)c2F)n1
19	21	-5	0	-5	-1	6	-13	4	4	8	-2.6	Cc1nn2c(=O)cc(COC(=O)c3ccc(NC(=O)C(C)(C)C)cc3)nc2s1
20	1	2	-10	-1	1	9	15	2	-4	1	-3.5	CCc1ccc(N2CC(C(=O)Nc3cccc(S(=O)(=O)N4CCCC4)c3)CC2=O)cc1 (stereo not given)
21	-52	-46	-4	1	8	-16	-52	-1	-53	-17	-1.9	COc1ccc(C(=O)C(OC(=O)c2ccccc2)c2ccccc2)cc1 (stereo not given)
22	-11	23	6	-3	0	3	-9	9	1	-14	-1.2	Cc1ccc(C)c(NC(=O)CSc2nnc(CNC(=O)c3ccco3)o2)c1
23	16	8	-4	12	2	-8	17	-2	-1	-9	13*	Cc1ccc(CNC(=S)Nc2ccc(C)c([N+](=O)[O-])c2)cc1
24	1	5	-6	-3	13	-24	30	-5	5	3	1.4	O=C(c1ccc(Cl)cc1[N+](=O)[O-])N1CCN(c2ccccn2)CC1
25	19	-5	7	-12	8	2	15	0	10	7	4.4	C=CCSc1nnc(NC(=O)C2CC(=O)N(c3ccc4c(c3)OCCO4)C2)s1 (stereo not given)
26	20	-16	-2	4	3	x	-12	x	0	17	1.6	CC(C)NC(=O)C1(C)CCCCN1Cc1cccc(C(F)(F)F)c1 (stereo not given)
27	8	7	-4	-13	3	-1	0	-5	-15	0	-3.5	Cc1ccc(C)c(OCC(=O)NCCN(C)C)c1
28	12	-3	8	-14	4	1	-14	5	-2	9	-1.5	CC1=C(C(=O)N2CCOCC2)CC(CC(=O)NC(c2ccccc2)c2ccccc2)C(=O)N1CCCN1CCCC1=O (stereo not given)
29	17	3	1	-8	-1	-4	-5	2	2	-12	1.0	CCOC(=O)c1ccc(N2C(=O)CC(N3CCN(Cc4ccccc4)CC3)C2=O)cc1 (stereo not given)
30	-2	-3	-9	2	19	-15	7	4	2	-7	0.0	CSCCC(NC(=O)c1ccccc1)C(=O)OCC(=O)Nc1ccc(C)c(Cl)c1 (stereo not given)

Entries of single compounds as entered above. Screens in order: NR5A2 inv ag, NCOA3 inh, ABHD5-PLIN5 inh, NOD2 RIPK2 PPI, MC4R antag cAMP, EBV LMP1 NFkB, NCOA2 inhibitor, TLR9-MyD88 inh, NCOA1 inh, NR2F2 inh, MC4R ag barr
CC(=O)c1ccccc1NC(=O)COC(=O)CN1C(=O)C2CCCCC2C1=O (stereo not given) is listed with 19, 1, 6, -6, 6, 2, -2, -6, -13, 8, -0.6
CN(C)C(C(=O)NC1CCCCC1)c1ccc(Cl)cc1 (stereo not given) is listed with -4, 17, 1, -7, 4, -1, 0, 1, -5, 19, -1.9

The list goes on:
cpd	NR5A2 inv ag	NCOA3 inh	ABHD5-PLIN5 inh	NOD2 RIPK2 PPI	MC4R antag cAMP	EBV LMP1 NFkB	NCOA2 inhibitor	TLR9-MyD88 inh	NCOA1 inh	NR2F2 inh	MC4R ag barr	Structure
31	8	9	-8	-1	19	-2	12	-10	-36	1	-1.4	CCc1ccc(CN(C)C(=O)CCc2nnc(Cc3cccc(C)c3)o2)nc1
32	-8	7	6	-7	26	-1	0	-3	7	0	0.6	CCCCN(C)C(=O)c1cccc(OC2CCN(CC(C)(C)C)CC2)c1
33	-11	8	2	-8	16	5	12	11	7	16	-0.8	N#CC1=C(SCC(=O)Nc2ccc(C(=O)O)cc2)NC(=O)CC1c1ccco1 (stereo not given)
34	-46	-55	7	-2	9	-15	-47	3	-29	-13	-1.4	Cc1ccsc1C(=O)OCC(=O)NCCc1ccccc1
35	4	-10	5	2	3	2	-5	2	-10	6	-0.6	COc1cc(N)n(S(=O)(=O)c2ccc(C)cc2)n1
36	7	28	-14	2	12	0	1	-7	3	-2	-0.4	CC(c1cccs1)N(Cc1ccco1)C(=O)Nc1ccc(Cl)c(Cl)c1 (stereo not given)
37	-30	-46	0	11	-1	5	-19	6	-67	-21	-1.4	O=c1cc(CSc2nnc(Nc3ccccc3F)s2)nc2sccn12
38	-29	-23	-4	-4	16	x	-10	x	-14	18	-1.4	COc1ccc(-c2ccc(C(=O)NCC(C)C)c3occc23)c(C)c1
39	7	18	2	-1	0	-5	-14	-1	0	0	0.6	CCN(CC)c1ccc(NC(=O)CN2C(=O)CC(C)(C)S(=O)(=O)c3ccccc32)c(C)c1
40	5	10	-13	-5	16	-11	-12	-4	-2	-3	0.6	COc1ccc2[nH]c(C(=O)O)c(NS(=O)(=O)c3ccc(Cl)s3)c2c1
41	4	10	7	-3	-8	-9	-8	5	7	6	-0.2	N#Cc1ccc(/C=N/NC(=O)CCc2ccc(S(=O)(=O)N3CCOCC3)cc2)cc1
42	8	6	9	-1	23	-14	-55	-4	17	6	-1.1	CCC[C@@H](CN1CCC[C@H]1CN1C(N)=NC[C@H]1CC(C)C)N1C[C@@H]([C@H](C)CC)N(CCCC2CCCC2)C1=N
43	-10	-9	0	-8	-9	2	-16	-13	-56	-24	-0.1	CCCC1CCc2c(sc(NC(=O)OCC)c2C#N)C1 (stereo not given)
44	-20	3	3	11	4	-2	-21	-5	7	-12	-3.1	O=C(CN1CCCCC1)Nc1cccc(Cl)c1
45	7	6	4	-14	-4	12	-7	-6	-7	-4	-1.6	Cc1ccc(Cn2c(=O)n(C)c(=O)c3sccc32)cc1
46	-5	11	0	-6	14	-3	9	9	-11	-12	0.0	O=C1CCCN1CCCNS(=O)(=O)c1cccc(F)c1
47	-3	16	4	-3	-2	-5	-1	5	9	24	-2.1	Cn1cccc1Cc1nnc(SCC(=O)NC2CCCCC2)n1-c1ccc(F)cc1
48	4	12	-3	-11	0	7	24	2	18	29	-1.8	COc1ccc(OC)c(-n2c(=S)[nH]c3cc(C(=O)N(C)Cc4ccccc4)ccc3c2=O)c1
49	9	13	-8	4	2	5	-1	-8	1	0	11*	CCOC(=O)c1c(N)sc(C(O)(C(F)(F)F)C(F)(F)F)c1-c1ccc(F)cc1
50	6	-20	-6	-10	9	-5	-2	-3	2	-21	-0.5	COc1ccc(N(C)C(=O)c2ccc3snnc3c2)cc1
51	6	2	4	0	40*	-5	-26	-3	-16	8	-4.3	Cc1ccc(S(=O)(=O)N2CCC(C(=O)OC3CCOC3=O)CC2)cc1C (stereo not given)
52	-33	-20	-10	4	14	8	-10	-2	7	13	-0.2	COc1ccc(CNC(=O)COC(=O)C2=Cc3ccccc3OC2)cc1
53	0	-7	1	-5	15	9	-5	5	-4	1	-3.4	Cc1oc2ccc(OCc3ccc(F)cc3Cl)cc2c1C(=O)O
54	0	0	3	-7	-6	-8	-2	2	-3	1	4.1	CC(Oc1ccccc1)c1nnc(N)s1 (stereo not given)
55	10	-5	-3	-7	1	0	-31	-11	-7	16	-0.1	O=C(N/N=C/c1cccc(O)c1)c1cc(C2CC2)nc2ccccc12

Screens deposited in PubChem by several laboratories.
